Screening results from PubChem BioAssay.
HT1080NT lethal – qHTS for induction of synthetic lethality in tumor cells producing 2HG: qHTS for the HT-1080-NT fibrosarcoma cell line; HT-1080-NT fibrosarcoma viability, CellTiter-Glo ATP luminescence, 48 h; Potency, µM (series often up to 46.1 µM), for inactives: at the highest dose activity, negative = less viability, usual class: cytotoxic; hit rate 1.6% among 360,000;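 also: NT is the 2HG producing partner of a matched IDH1 knockdown line; potency is read from the fitted curve at half-maximal effect; 0% = DMSO-treated cells and -100% = media-only wells without cells; nearly all actives have a fitted effect of over 55% in size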
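Viability by CellTiter-Glo luminescence after 48 h compound exposure at 37C of HT-1080-NT cells (750/well, RPMI, 5% FBS). % activity scaled between DMSO wells and medium-only wells, then curve-fitted and categorized by curve class.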
D3 ag – qHTS of D3 Dopamine Receptor Agonist: qHTS. D(3) dopamine receptor (Homo sapiens), P35462. D3R DiscoveRx beta-arrestin cells, luminescence, 90 min. max activation, %. hit rate 0.58% among 410,000; in the data active = max activation above about 30%; also: 0% is about no effect; mostly tested at two doses, the higher about 12 µM
Target sequence (P35462 whole entry, looked up): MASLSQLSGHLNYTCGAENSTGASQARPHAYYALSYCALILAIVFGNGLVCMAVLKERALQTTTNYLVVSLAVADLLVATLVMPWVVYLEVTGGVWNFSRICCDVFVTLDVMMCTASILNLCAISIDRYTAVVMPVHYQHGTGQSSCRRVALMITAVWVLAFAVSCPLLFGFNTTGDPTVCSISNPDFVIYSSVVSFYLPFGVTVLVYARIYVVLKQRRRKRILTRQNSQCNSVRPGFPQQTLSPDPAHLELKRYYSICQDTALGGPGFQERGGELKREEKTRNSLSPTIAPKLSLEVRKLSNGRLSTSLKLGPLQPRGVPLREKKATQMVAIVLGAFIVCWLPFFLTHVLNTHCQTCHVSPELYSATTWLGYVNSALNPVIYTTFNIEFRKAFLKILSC
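Cells at 1500/well, incubated overnight, then treated with pinned compounds (dopamine as control) for 90 min at 37 degrees C. DiscoveRx reagent added for 30 - 60 minutes at room temperature; luminescence read.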
KB-V1 MDR tox – qHTS assay for MDR1-selective chemotherapeutics: Primary screen using the drug-selected MDR subline cells KB-V1; hit rate 3.4% among 400,000; KB-V1 MDR cells viability, CellTiter-Glo, 72 h; Potency, µM (titrated, usually from 46.1 µM), without a hit: at the highest dose activity change, negative = cytotoxicity, most hits filed as cytotoxic; also: potency is read from the fitted curve at half-maximal effect; % is scaled to controls: 0 for no effect and ±100 for the full control effect; nearly all actives have a fitted effect of over 60% in size
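KB-V1 cells (P-gp-expressing MDR subline of KB-3-1) in phenol-red-free DMEM with 10% FBS were exposed to library compounds over a concentration series for 72 h at 37 degrees C. Viability read by CellTiter-Glo luminescence; concentration-effect curves fitted after normalization.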
MCF10A rereplic – A quantitative high throughput screen for small molecules that induce DNA re-replication in MCF 10a normal breast cells. MCF 10A DNA re-replication, Hoechst nuclear intensity, 48 h. Potency, µM (top dose mostly 46.1 µM), for the others: at the highest dose activity, positive = re-replication, hits mostly activators. hit rate 2.9% among 350,000; also: potency is read from the fitted curve at half-maximal effect; % of control where 0% means no effect; nearly all actives have a fitted effect of over 50% in size
KB-3-1 tox – qHTS assay for MDR1-selective chemotherapeutics: Primary screen using the parental adenocarcinoma cell KB-3-1; KB-3-1 viability, CellTiter-Glo ATP luminescence, 72 h; Potency, µM (doses to about 46.1 µM), without a hit: at the top dose activity change, negative = cytotoxic, actives largely listed as cytotoxic; hit rate 1.4% among 400,000; also: potency is read from the fitted curve at half-maximal effect; % is scaled to controls: 0 for no effect and ±100 for the full control effect; nearly all actives have a fitted effect of over 60% in size
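Cells are dispensed, compounds pinned in, plates held at 37 °C for 72 h, then CellTiter-Glo is added and luminescence read after 10 minutes. Cell line: parental KB-3-1 in phenol-red-free DMEM, 10% FBS.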
IL1B secr inh – qHTS for Inhibitors of Inflammasome Signaling: IL-1-beta AlphaLISA Primary Screen; THP-1 LPS/ATP IL-1B secretion, AlphaLISA, 16 h; hits give low values; activity change, % at 57.5 µM; hit rate 4.7% among 360,000; AID 743279, 2014; in the data active = activity change below about -50%; inconclusive = mostly about -30% to -49%; also: % is scaled to controls: 0 for no effect and ±100 for the full control effect
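Secreted IL-1B measured by AlphaLISA bead assay after 16 h compound exposure of THP-1 cells; compounds (final up to 57.5 uM) added 1 h before LPS (250 ng/mL) and ATP (1.25 mM) stimulation; lower signal means less secretion.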
SW480 rereplic – A quantitative high throughput screen for small molecules that induce DNA re-replication in SW480 colon adenocarcinoma cells; hit rate 1.8% among 340,000; AID 624297, 2012; SW480 DNA re-replication, Hoechst DNA content imaging, 48 h; Potency, µM (doses to about 46.1 µM), inactives show top-dose re-replication activation, actives largely listed as activators; also: potency is read from the fitted curve at half-maximal effect; % of control where 0% means no effect; nearly all actives have a fitted effect of over 55% in size
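250 cells/well; 23 nL cpd via pin tool; 48 hr, 37 C, 5% CO2; Hoechst 40 min; imager read of total nuclear intensity, ex 405/em 500-530 nm.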
HT1080 IDH1KD tx – qHTS for induction of synthetic lethality in tumor cells producing 2HG: qHTS for the HT-1080-IDH1KD cell line. HT-1080 IDH1 knockdown viability, ATP luminescence, 48 h. hit rate 2% among 360,000. Potency, µM (titrated, usually from 46.1 µM), for inactives: at the highest dose activity, negative = toxicity, actives largely listed as cytotoxic;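 also: potency is read from the fitted curve at half-maximal effect; 0% = DMSO wells and -100% = cell-free medium wells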
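Viability of IDH1-knockdown HT-1080 fibrosarcoma cells was assessed by CellTiter-Glo after 48 h at 37 °C with titrated compound; concentration-effect curves were classified by fit quality and response size.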
HEK293 tox – qHTS of GLP-1 Receptor Inverse Agonists: Cytotox Screen | HEK293 cAMP-luciferase reporter cells, luminescence, 24 h | Potency, µM (doses to about 38.3 µM), for inactives: at the top dose activity change, negative = inhibition, most hits filed as inhibitors | hit rate 0.13% among 410,000 | AID 624418, 2012;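 also: loss of luciferase light is scored as toxicity; potency is read from the fitted curve at half-maximal effect; % is scaled to controls: 0 for no effect and ±100 for the full control effect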
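Quantitative HTS format, 1536 wells, 200 cells/uL seeded. Compounds: 23 nL, 24 h, 37 °C. Detection: luciferase reagent, luminescence at 12 min RT; decreased signal taken as cytotoxic.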
Numbers without * were called inactive; i = inactive; ? = inconclusive; nt = no result given; & = joins results of further samples; [ ] = dose if it differs, or a comment. Unless noted, calls follow the shape of the dose curve; as a rule, active = well fitted curve in the direction sought with a large enough effect; inconclusive = small, poorly fitted or top-dose-only effect, or another doubt; inactive = no such curve, though single readings can be large; an effect the other way counts as inactive or inconclusive.

SMILES | HT1080NT lethal | D3 ag | KB-V1 MDR tox | MCF10A rereplic | KB-3-1 tox | IL1B secr inh | SW480 rereplic | HT1080 IDH1KD tx | HEK293 tox
NS(=O)(=O)c1cccc(C(=O)NC2CCSc3ccccc32)c1 (stereo unspecified) | -14% | -7 | 27% | 6% | -1% | -1 | 28% | -8% | -5%
COc1cc(F)ccc1-c1cc(C(=O)Nc2cc(OC)c(OC)c(OC)c2)[nH]n1 | 6% | 5 | -15% | nt | -1% | ? | nt | 7% | -5%
CCC(CC)C(C(=O)NCc1ccccc1)N(C)Cc1ccc(Cl)c(Cl)c1 (stereo unspecified) | ? | 10 | ? | nt | -25% | -10 | nt | ? | 7%
COc1ccc(/C=N/Nc2nc(NCc3ccco3)nc(Nc3ccc(OC)cc3)n2)cc1 | -3% | 0 | 0% | 8% | -30% | -5 | 1% | -3% | -17%
Cc1ccc(NC(=O)Cc2ccccc2F)cc1S(=O)(=O)N1CCCCCC1 | 0% | -4 | 0% | 17% | ? | -4 | -3% | -24% | -9%
COc1ccc(C(=O)NCc2csc(-c3cccs3)n2)cc1 | 3% | -6 | -9% | 5% | -3% | 8 | -1% | 7% | 2%
CCOc1ccc(NC(=O)C(C)C(Cc2ccc(C)cc2)C(=O)O)cc1 (stereo unspecified) | 2% | 1 | 0% | -2% | -4% | 7 | 7% | 0% | 1%
CC(=O)Nc1cccc(C(=O)OCC(=O)NNC(=O)c2cccs2)c1 | 1% | -4 | -1% | 1% | -5% | 11 | -4% | 4% | 3%
c1coc(-c2nc3ccccc3s2)c1 | 0% | 2 | -2% | -14% | 0% | -9 | -13% | 0% | 7%
CCOC(=O)C1=C(C)N=c2sc(=Cc3ccc(OCC(=O)O)cc3)c(=O)n2C1c1ccc(SC)cc1 (stereo unspecified) | ? | -5 | -14% | nt | -11% | -21 | nt | ? | 3%
CC(=O)[C@H]1[C@@H]2C(=O)N(c3cccc(Cl)c3)C(=O)[C@@H]2[C@H]2c3ccccc3C=CN21 | 5% | -8 | -7% | ? | 26% | 25 | -9% | 5%[9.24 µM] | 29%
C=CCOc1cccc(C(=O)N2CCC(CCC(=O)NC3CC3)CC2)c1 | -2% | -12 | -13% | -1% | -9% | -12 | 0% | -6% | 6%
Cc1cc(C)cc(OCCSc2nc(-c3ccc(C(C)(C)C)cc3)nc3cc(=O)[nH]n23)c1 | nt | 10 | -5% | nt | -9% | nt | nt | nt | 5%
CCN(Cc1ccccc1)C(=O)CCS(=O)(=O)c1ccc2c(c1)n(C)c(=O)c(=O)n2C | -12% | -8 | 7% | -5% | -3% | 1 | -2% | 0% | 1%
CC(C)COc1cccc(-c2cc(C(=O)N/N=C/c3ccncc3)c3ccccc3n2)c1 | -26% | 34* | ? | 18µM* | ? | i | 4% | 18µM* | 6%
O=C(CN1CCN(S(=O)(=O)c2ccc(Br)cc2)CC1)Nc1ccc(F)cc1F | -7% | -1 | 4% | 1% | -25% | 0 | 2% | -2% | 5%
CCOC(=O)c1cccc(NC(=O)CCc2nnc3ccc(N4CCCCC4)nn23)c1 | -1% | 0 | -18% | 1% | 0% | -7 | -9% | -2% | -1%
COCCN(C(=O)CSc1nnc(-c2cccs2)n1N)c1c(N)n(Cc2ccccc2)c(=O)[nH]c1=O | 13% | 6 | nt | 1% | nt | 8 | -7% | 14% | 3%
Cc1cccc(-n2c(SCc3cc(=O)n4ccsc4n3)nc3ccccc3c2=O)c1 | 1% | 12 | ? | 1% | ? | -3 | 1% | 7% | -10%
O=C(CSc1ccc(C(F)(F)F)cc1[N+](=O)[O-])Nc1ccc2ccccc2c1 | ? | 20 | 0% | ? | 6% | 5 | -1% | ? | 1%
CC12CCC(C(=O)NC3CCCCC3)([C@H](Br)C1=O)C2(C)C (stereo partly specified) | -27% | 4 | -18% | 0% | 4% | 0 | -1% | 14% | -1%
CCN(C(=O)CSc1nc(-c2ccc(C(C)C)cc2)no1)c1cccc(C)c1 | nt | 1 | 2% | nt | 2% | nt | nt | nt | -4%
COC(=O)c1ccc(NC(=O)CSC2=NC(=O)C(c3ccccc3)C(=O)N2)cc1 (stereo unspecified) | -15% | -1 | -1% | -3% | -2% | 17 | -5% | ? | 7%[1.53 µM]
Cc1sc(NC(=O)C(C)C)c(C(=O)Nc2ccccc2)c1C | -6% | 6 | -11% | 0% | -7% | 15 | -5% | 9% | -10%
Cn1cc([N+](=O)[O-])cc1-c1nc2ccccc2n1C | 6% | 1 | ? | 2% | -19% | 28 | -12% | -1% | 5%
COc1cc2c(cc1NC(=O)COc1ccc(Br)cc1C)oc1ccccc12 | nt | -19 | 15% | nt | 17% | nt | nt | nt | 0%
O=c1[nH]c2ccc(S(=O)(=O)N3CCCCC3)cc2o1 | 3% | 7 | -11% | ? | 6% | 17 | -3% | 13% | -11%
CCSc1nnc(NC(=O)c2ccccc2)s1 | 14% | 4 | ? | -2%&-3% | 10% | 10 | -8%&-1% | 19% | 3%
CCOC(=O)[C@H]1[C@H]2COc3ccc(OC)cc3[C@@H]2N2C(=O)c3ccc(Cl)cc3NC(=O)[C@@]12C | -14% | -24 | -26% | 1% | 2% | -11 | 4% | 4% | 0%
Cc1cccc(NC2=C(NC(=O)c3ccccc3)C(=O)c3ccccc3C2=O)c1 | ? | -14 | 15µM* | ? | -16% | -74* | 18µM* | ? | ?
O=C(c1cccc(Cl)c1)N1CCN(Cc2ccncc2)CC1 | -1% | -8 | 11% | 2% | 7% | -6 | -1% | 0% | -2%
CC(=O)N1C[C@@H](CO)[C@@H](N(C)C(=O)c2ccco2)C[C@H]1c1ccccc1 | 23% | -6 | 12% | nt | 0% | 11 | nt | -2% | 9%
CCOc1ccccc1CNC(=O)Cn1ccc2cc(S(=O)(=O)N3CCCC3)ccc21 | -30% | 11 | -21% | 10% | -21% | ? | 0% | ? | 0%
O=C(c1cc2ccccc2o1)N1CCCC1 | 27% | 0 | 11% | 2% | ? | 0 | 2% | 17% | -6%
CCOc1ccc(CNC(=O)CCc2cn(C)c3ccccc23)cc1 | 19% | -10 | -1% | ? | -11% | -12 | -5% | 18% | 1%
CCOC(=O)c1cc2c(=O)n3ccccc3nc2n(CC2CCCO2)c1=NC(=O)c1ccc(C)cc1 (stereo unspecified) | nt | -1 | -3% | nt | -7% | nt | nt | nt | 78%[activator]
CCC1(C)NC(=O)N(CC(=O)N2CCN(c3cccc(Cl)c3)CC2)C1=O (stereo unspecified) | -1% | 7 | 27% | -5% | 0% | -17 | -7% | 0% | -19%
CCc1cc(=O)oc2c(C)c(OCC(=O)NCCCn3ccnc3)ccc12 | 2% | 5 | 20% | 25% | 7% | 9 | 1% | 21% | 3%
CCn1cc(CN2CCC(n3nccc3NC(=O)c3ccccc3OC)CC2)cn1 | -3% | 2 | -23% | 3% | 5% | -6 | 1% | 0% | 3%
O=C(NNC(=O)c1ccc(F)cc1)C(=O)N1CCCCC1 | 8% | 3 | -5% | -1% | 15% | -6 | -4% | 8% | -4%
COc1ccc2cc3cc(C(=O)NCCc4ccc(OC)c(OC)c4)oc3nc2c1 | -23% | 8 | ? | ? | 2% | ? | -1% | -19% | ?
CCOC(=O)c1ccc(N2C(=O)C3CCOc4ccccc4C32)cc1 (stereo unspecified) | -2% | -16 | 7% | 1% | 0% | 6 | -5% | 1% | 22%
CN(c1ccc(C(=O)NCc2ccncc2)cc1)S(=O)(=O)c1ccc(Cl)cc1 | 3% | 2 | ? | ? | -20% | i | -1% | -2% | 1%
CC1CC(C)CN(S(=O)(=O)c2ccc(C(=O)Nc3sccc3C(N)=O)cc2)C1 (stereo unspecified) | -25% | 3 | ? | ? | -21% | 24 | -6% | ? | -2%
CC(C)C(NC(=O)c1ccc(C(C)(C)C)cc1)C(=O)Nc1ccc(N2CCOCC2)cc1 (stereo unspecified) | -18% | -10 | 0% | ? | -8% | ? | 2% | -27% | -10%
Cc1ccc(Cl)cc1-n1c(=O)cc(N2CC(C)OC(C)C2)[nH]c1=O (stereo unspecified) | 2%[9.24 µM] | 4 | 29% | 1% | 2% | 0 | -5% | 3% | 7%
CC(C)n1cc(CN2CCC(C(=O)Nc3cccc(-c4cscn4)c3)CC2)cn1 | -2% | -9 | ? | 1% | -3% | -8 | -15% | -18% | -17%
O=c1c(-c2ccc(F)cc2)coc2c3c(ccc12)OCCO3 | -2% | 0 | 7% | 8% | 8% | -3 | -3% | 18%[9.24 µM] | -9%

Arranged by length of the SMILES (descending): three of the compounds above.
SMILES | HT1080NT lethal | D3 ag | KB-V1 MDR tox | MCF10A rereplic | KB-3-1 tox | IL1B secr inh | SW480 rereplic | HT1080 IDH1KD tx | HEK293 tox
CC1CC(C)CN(S(=O)(=O)c2ccc(C(=O)Nc3sccc3C(N)=O)cc2)C1 (stereo unspecified) | -25% | 3 | ? | ? | -21% | 24 | -6% | ? | -2%
COc1ccc2cc3cc(C(=O)NCCc4ccc(OC)c(OC)c4)oc3nc2c1 | -23% | 8 | ? | ? | 2% | ? | -1% | -19% | ?
O=c1c(-c2ccc(F)cc2)coc2c3c(ccc12)OCCO3 | -2% | 0 | 7% | 8% | 8% | -3 | -3% | 18%[9.24 µM] | -9%
